# Bioassay records deposited in PubChem BioAssay by ICCB-Longwood Screening Facility, Harvard Medical School.
# PV pol inh = poliovirus RdRp elongation inhibitors, primary screen, biochemical, fluorescence polarization, total intensity; % elongation, % (compound at 16.7 µg/mL); poliovirus polymerase elongation; active compounds read low; actives 0.66% (n = 150,000); Genome polyprotein (Poliovirus type 1 (strain Mahoney)), P03300; in the data active means % elongation below about 90%; further: some results filed as inactive read as strong as hits
# Target sequence (P03300 1749-2209 limits assumed): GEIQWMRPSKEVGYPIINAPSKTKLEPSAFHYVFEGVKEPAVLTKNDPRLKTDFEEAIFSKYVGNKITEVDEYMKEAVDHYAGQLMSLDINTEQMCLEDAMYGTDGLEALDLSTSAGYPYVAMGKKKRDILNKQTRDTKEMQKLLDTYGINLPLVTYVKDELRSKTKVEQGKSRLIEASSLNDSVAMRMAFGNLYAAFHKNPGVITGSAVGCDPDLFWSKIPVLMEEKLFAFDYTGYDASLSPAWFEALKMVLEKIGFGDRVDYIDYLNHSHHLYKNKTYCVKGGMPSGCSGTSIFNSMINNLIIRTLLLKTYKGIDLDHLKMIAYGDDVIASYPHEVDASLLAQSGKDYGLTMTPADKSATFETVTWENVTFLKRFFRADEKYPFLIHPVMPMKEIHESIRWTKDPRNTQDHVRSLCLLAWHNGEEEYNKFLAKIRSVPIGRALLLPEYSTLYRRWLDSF
# PV pol inh FP z-score = also measured in PV pol inh; calls as there; z-score; measured here: FP z-score; hits read low
# Active calls of the source: *.
molecule | PV pol inh | PV pol inh FP z-score
Cc1ccc(CNC(=O)c2c(-c3cccc(Br)c3)noc2C)o1 | 115 | 1.9
CNC(=S)NCc1ccc(-c2csnn2)cc1 | 100 | -0.4
Cc1ccc(OC(=O)COc2ccc3ccccc3c2)cc1 | 99 | -0.2
N/C(=N\N=C\c1ccccc1)SC1CC(=O)N(c2ccccc2)C1=O (stereo unspecified) | 100 | 0.1
O=C1CN(C(=O)c2ccc3c4c(cccc24)CC3)c2ccccc2N1 | 103 | 0.3
CSc1ccccc1NC(=O)CSC1=NCCN1 | 105 | 0.4
Cc1nn(CC(=O)NC2CCCCC2)c(=O)c2cc3cc(F)ccc3n12 | 109 | 1
CN1C(=O)S/C(=C\c2ccc(N(C)C)cc2)C1=O | 107 | 1.8
COc1ccc(CN2CCN(C(=O)COc3ccccc3)CC2)cc1OC | 101 | -0.2
C1=CCC(CNCCN2CCOCC2)CC1 (stereo unspecified) | 105 | 1.1
CC(=C(C#N)C#N)c1ccc(Br)cc1 | 102 | 0
Cc1ccccc1C(=O)Nc1nnc(S(=O)(=O)N(C)Cc2ccccc2)s1 | 104 | -1.1

# Continuation.
molecule | PV pol inh | PV pol inh FP z-score
COc1ccc(NC(=O)C2CCC(CNS(=O)(=O)c3csc(C(N)=O)c3)CC2)cc1 (stereo unspecified) | 98 | -1.9
CCOc1ccc(CCNC(=O)Cn2nc(C)c3c(C)n(-c4ccccc4)nc3c2=O)cc1OCC | 114 | 1.2
Cc1csc2ncnc(N3CCN(S(=O)(=O)c4cccc(C(F)(F)F)c4)CC3)c12 | 102 | 0.1
CC1CC(c2ccccc2)n2nc(N)nc2N1 (stereo unspecified) | 105 | 1.5
O=C(CCCCl)Nc1ncnc2c1cnn2-c1ccccc1 | 103 | 0.3
O=S(=O)(Cc1ccccc1)N1CCN(Cn2c(SC(F)F)nc3ccccc32)CC1 | 103 | -0.1
Cc1nnc(SCC#N)n1-c1ccccc1 | 103 | 0.2
COc1ccc(CSc2nncn2N)cc1 | 100 | 0.2
CCCCn1c(SCC(=O)NCc2ccccc2)nc2c(sc3ccccc32)c1=O | 102 | 0.1
CC1(C)Cc2ccccc2-c2cc3nc4ccccc4nc3n21 | 102 | 0.1
CC(Oc1ccc2c(-c3ccccc3)cc(=O)oc2c1)C(=O)ON1C(=O)CCC1=O (stereo unspecified) | 106 | 0.1
Cc1cc(NC(=O)c2ccccc2C)n(-c2nc3ccccc3[nH]2)n1 | 110 | 3

# Two successive records from above, for reference:
molecule | PV pol inh | PV pol inh FP z-score
CC(Oc1ccc2c(-c3ccccc3)cc(=O)oc2c1)C(=O)ON1C(=O)CCC1=O (stereo unspecified) | 106 | 0.1
Cc1cc(NC(=O)c2ccccc2C)n(-c2nc3ccccc3[nH]2)n1 | 110 | 3

# (listing goes on)
molecule | PV pol inh | PV pol inh FP z-score
Cc1ccc(NC(=O)C(Cc2c[nH]c3ccccc23)NC(=O)C(c2ccccc2)c2ccccc2)cc1 (stereo unspecified) | 109 | 0.8
Cc1ccc(NC(=O)Cn2cc(S(=O)(=O)N3CCCC3)c(S(=O)(=O)N3CCCC3)c2)cc1C | 112 | 0.8
CCCn1c(SCC(O)c2ccc(OC)cc2)nc2ccccc21 (stereo unspecified) | 101 | -0.2
Cn1c2c(c(=O)n(C)c1=O)C(c1cccc(Cl)c1)C1C(=O)c3ccccc3C1=N2 (stereo unspecified) | 104 | 0.7
Cc1scc(-c2ccccc2)[n+]1C | 102 | 0.1
COc1ccccc1OCCN1CCCCC1 | 102 | -0.2
COc1ccc(NC(=O)Cc2c(F)c(F)c(F)c(F)c2F)cc1OC | 104 | 0.4
Cc1cc(C=Nc2ccc(O)c(C(=O)O)c2)c(C)n1-c1ccc(N(C)C)cc1 | 104 | 0.1
CCOC(=O)C1CCCN(Cc2cc(=O)n3ccsc3n2)C1 (stereo unspecified) | 102 | -0.2
O=C(NCCc1cn2ccccc2n1)c1cccs1 | 105 | 0.8
O=C(Nc1ccccn1)c1cccs1 | 100 | -0.3
Cc1cc(/C=N/N2CCN(C)CC2)cc(C)c1O | 101 | 0.3

# Single records (already shown). Order of values: PV pol inh | PV pol inh FP z-score
# Shown for Cc1cc(C=Nc2ccc(O)c(C(=O)O)c2)c(C)n1-c1ccc(N(C)C)cc1 : 104 | 0.1
# Shown for CCOc1ccc(CCNC(=O)Cn2nc(C)c3c(C)n(-c4ccccc4)nc3c2=O)cc1OCC : 114 | 1.2
# Shown for Cc1csc2ncnc(N3CCN(S(=O)(=O)c4cccc(C(F)(F)F)c4)CC3)c12 : 102 | 0.1
# Shown for O=C(CCCCl)Nc1ncnc2c1cnn2-c1ccccc1 : 103 | 0.3
# Shown for COc1ccc(NC(=O)Cc2c(F)c(F)c(F)c(F)c2F)cc1OC : 104 | 0.4

# Next section
molecule | PV pol inh | PV pol inh FP z-score
CCCN1C(C(=O)c2ccccc2)=C(OC(=O)COc2ccc(C)cc2)c2ccccc2S1(=O)=O | 108 | 0.1
O=C(CSCc1ccc(F)cc1)N1CCN(c2ccc(Cl)cc2)CC1 | 108 | -0.6
COc1cccc(OCCn2c(-c3ccc(Br)cc3)nc3ccccc3c2=O)c1 | 103 | -0.7
CCN(CCCNC(=O)c1cc2cc3ccc(C)cc3nc2s1)c1ccccc1 | 113 | 0.4
Cc1ccc(-c2noc(CSc3nnc(Cc4ccccc4)n3-c3cccc(C)c3)n2)cc1 | 109 | 0.5
N#Cc1c(-c2ccccc2)c(-c2ccccc2)n[nH]c1=S | 105 | 0.1
CNC(=O)C1CCC(Cn2c(=O)c3sccc3n(CC(=O)NCc3ccc(F)cc3)c2=O)CC1 (stereo unspecified) | 107 | 0.2
COc1ccc(NC(=S)NCCN(C2CCCCC2)C2CCCC2)cc1 | 101 | -0.4
COc1ccccc1N1CCN(CCCCOc2ccc(F)cc2)CC1 | 104 | 0.3
CCN(c1ccccc1)S(=O)(=O)c1cccc(C(=O)O)c1 | 103 | 0
COC(=O)c1ccccc1NC(=O)c1ccc2c(c1)CCN2S(=O)(=O)c1ccc(C)cc1 | 104 | -0.5
CC(=O)OC1(c2ccccc2)CC(C(C)(C)C)CN(C(C)(C)C)C1 (stereo unspecified) | 107 | 0.4

# The list continues:
molecule | PV pol inh | PV pol inh FP z-score
O=C(c1ccc(=O)[nH]c1)N1CCCCCC1 | 100 | -0.1
N=C1SC2CS(=O)(=O)CC2N1Cc1ccccc1 (stereo unspecified) | 102 | -0.6
Cc1ccc(CSc2nnc(-c3ccc4c(c3)OCO4)o2)cc1 | 107 | 0.7
CC(=O)OC[C@H]1O[C@@H](N2CCCCC2)[C@H](OC(C)=O)[C@@H](OC(C)=O)[C@@H]1OC(C)=O | 102 | 0.3
Cc1cccc(-c2nc(SCc3cc(=O)c4c(C)cc(C)cc4[nH]3)n[nH]2)c1 | 106 | 0.1
COc1cccc(Nc2cc(C)nc3nc(-c4ccc(Cl)cc4)nn23)c1 | 113 | 1.8
Cc1cc2nc(N3CCOCC3)c3ccccc3n2n1 | 102 | -0.1
CCOc1ccc(NS(=O)(=O)c2ccc3[nH]cc(C(=O)NC4CCCC4)c(=O)c3c2)cc1 | 112 | 0.7
CCn1c(=O)cc(SCC(=O)NCc2cccc(Cl)c2)c2ccccc21 | 106 | 0.3
COc1cccc(CSc2nc3ccncc3n2CC(=O)NCC2CCCO2)c1 (stereo unspecified) | 100 | -0.8
COc1cccc(-c2cc(C(F)(F)F)n3nc(-c4ccc(C)cc4)cc3n2)c1 | 103 | -0.2
Cc1cccc(C(C)C)c1NC(=O)C(NS(=O)(=O)c1cccc2nsnc12)c1ccccc1 (stereo unspecified) | 105 | 0.2

# Later entries:
molecule | PV pol inh | PV pol inh FP z-score
CCCS(=O)(=O)c1nc(S(=O)(=O)c2ccc(C)cc2)c(NC(C)c2ccccc2)s1 (stereo unspecified) | 105 | -0.7
Cc1cc(/C(O)=C2\C(=O)C(=O)N(CCN(C)C)C2c2ccncc2)ccc1OCC(C)C (stereo unspecified) | 100 | -0.1
Cc1cccc2c1-c1sc(C(=O)n3c(C)cc4ccccc43)cc1CO2 | 104 | 0.9
CC1(C)Nc2ccccc2-c2nc3ccccc3n21 | 101 | 0.2
COc1cc(OC)c(C2Nc3c(C)cccc3-c3cc(C)nn32)cc1OC (stereo unspecified) | 100 | -0.4
C/C(=N\OCC(=O)NC1CCCc2ccccc21)c1cc2ccccc2o1 (stereo unspecified) | 96 | -1.2
CCc1cc(C(=O)O)c(SSc2sc(CC)cc2C(=O)O)s1 | 76* | -9.7*
CCn1c(SCC(=O)OCC(=O)Nc2ccc(C)c(F)c2)nnc1-c1cccs1 | 104 | 0.3
CCOc1ccc(CN(CCc2ccc3c(c2)OCO3)Cc2ccc(OC)c(Br)c2)cc1 | 99 | -1.7
O=C(COC(=O)C1CCN(C(=O)Nc2ccccc2)CC1)c1c[nH]c2ccccc12 | 100 | -0.2
COC(=O)c1ccc(NC(=O)CN(CCc2ccccc2)S(=O)(=O)c2ccc(OC)cc2)cc1 | 108 | 0.7
O=C(Cc1ccccc1)Nc1ccc2oc(-c3ccncc3)nc2c1 | 95 | -0.7

# The list goes on.
# Second line of a record: PV pol inh | PV pol inh FP z-score
- O=C(COc1cccc(C(F)(F)F)c1)NCCc1ccccn1
  99 | -0.6
- COc1ccc(C(=O)Nc2cccc(-c3nc4ccccc4o3)c2)cc1
  100 | -0.3
- CC(C)c1cc(=O)[nH]c(SCCOc2ccccc2Cl)n1
  103 | 0.4
- Cc1ccc(CNC(=O)c2ccc(Cn3c(=O)c4ccccc4n(CC(=O)Nc4c(C)cc(C)cc4C)c3=O)cc2)cc1
  118 | 2.7
- Cc1ccc(-c2cnnc(-c3ccc(Cl)cc3)n2)cc1
  103 | 0.2
- Cc1ccc(Cn2c(C(=O)O)c(CNCc3ccc(C)o3)c3ccc(C)cc32)cc1
  116 | 1.7
- COc1ccc(CCNC(=O)c2cn(C)c(=O)c3cc(OC)c(OC)cc23)cc1OC
  103 | 0.5
- CC(=O)Nc1ccc(S(=O)(=O)N(C)c2ccc(O)c(N=Nc3cccc4c(=O)[nH][nH]c(=O)c34)c2)cc1
  99 | -0.3
- N#C/C=C/c1ccc(C(=O)O)cc1
  98 | -0.5
- Cc1nn2c3c(sc2nc1=O)C(=O)N(c1ccc(F)c(Cl)c1)C3=O
  102 | 0
- CN(C(=O)CN1C(=O)CCSc2ccc(S(=O)(=O)N3CCCC3)cc21)c1ccccc1
  103 | -0.8
- COc1ccc(OC)c(CCNC(=O)c2csc3c2CCCCC3)c1
  103 | -0.4
- O=C(NCc1ccc2c(c1)CCN2C(=O)c1ccccc1)Nc1cccc(C(F)(F)F)c1
  107 | -0.3
- CCOC(=O)C1CCN(C(=O)CN2C(=O)c3ccccc3C2=O)CC1
  105 | 0.4
- Cc1csc(=O)n1CC(=O)OCC(=O)N(C)c1c(N)n(Cc2ccccc2)c(=O)[nH]c1=O
  105 | 0.7
- O=C1Nc2ccc(S(=O)(=O)Nc3ccccc3)c3cccc1c23
  99 | -0.3
- O=C(NC(=S)Nc1cc(C(F)(F)F)cc(C(F)(F)F)c1)Oc1ccccc1
  105 | 0.1
- COCCCNC(=O)c1sc2nc(C)c(C(=O)Nc3ccc(C)cc3C)c(-c3ccc(Cl)cc3)c2c1N
  100 | -1.4
- COC(=O)c1ccc2c(=O)[nH]c(COC(=O)c3ccc4c(c3)OCCO4)nc2c1
  102 | -0.1
- N#C/C(C(N)=O)=C1/C(=O)Nc2ccc(Br)cc21
  98 | -1.2
- O=C(Nc1ncn[nH]1)c1ccc(Cl)cc1Cl
  101 | -0.2
- CC1=CC=CC2=NC(=O)CC(C)(C(=O)O)N12 (stereo unspecified)
  100 | -0.6
- CC1CCCCN1C(=O)c1oc(=O)c2ccccc2c1-c1ccccc1 (stereo unspecified)
  103 | 0.5
- CC(C)CN(CC(C)C)C(=O)c1cc(-c2ccccc2)n[nH]1
  101 | 0
- CCc1ccc(C2C(C(=O)Nc3ccccc3C)=C(C)NC3=C2C(=O)CCC3)cc1 (stereo unspecified)
  109 | 0.6
- COC(=O)c1cc(S(=O)(=O)N2CCc3ccccc3C2)c[nH]1
  100 | -1.2
- N#Cc1c(NC(=O)/C=C\C(=O)O)sc2c1CCCC2
  98 | -0.8
- CC(C)NC(=O)NC(C)C
  101 | 0
- O=c1[nH]c2ccccc2cc1CO
  102 | 0.1
- CC(=O)O/N=C(\N)COc1ccc(-c2nnco2)cc1
  102 | 0.1

# Following part
# Second line of a record: PV pol inh | PV pol inh FP z-score
- Cc1ccc(C2C3=C(CC(C)(C)CC3=O)OC3=C2C(=O)CC(C)(C)C3)cc1
  107 | 0.4
- O=C(O)C1CCCCN1Cc1cccc(F)c1 (stereo unspecified)
  103 | 0.5
- O=c1cc(CSc2ccc(Cl)cc2)nc(N2CCN(Cc3ccc4c(c3)OCO4)CC2)[nH]1
  104 | 0.3
- CC(CN1CCCN(C)CC1)c1ccccc1 (stereo unspecified)
  102 | 1
- CCOc1ccc(C(=O)Nc2cc(OC)c(OC)cc2C(=O)OC)cc1
  101 | 0.4
- c1ccc(Cn2c[n+](Cc3ccccc3)cn2)cc1
  104 | 0.4
- CN(/C=C/C(=O)C(F)(F)F)c1ccccc1C(=O)O
  104 | 0.3
- CC(=O)Nc1ccc(NC(=O)C(C)OC(=O)C2(c3ccc(F)cc3)CCCC2)cc1 (stereo unspecified)
  101 | -0.2
- Nc1ccc(-c2nc3ccc(-c4nc5ccccc5o4)cc3[nH]2)cc1
  100 | 0
- Cc1cc(C)cc(NS(=O)(=O)c2ccc3c(c2)NC(=O)C(C)S3)c1 (stereo unspecified)
  108 | 0.5
- CCOc1ccccc1CNC(=O)c1ccc(-n2c(C)cc3c2CCC(C)C3)cc1 (stereo unspecified)
  113 | 0.4
- CN(C)P(=NC(=S)Nc1ccccc1)(N(C)C)N(C)C
  97 | -0.4
- COc1ccc(C(=O)CC2(O)C(=O)N(Cc3ccccc3)c3ccc(Br)cc32)cc1 (stereo unspecified)
  109 | -0.4
- CCN(c1cccc(C)c1)S(=O)(=O)c1ccc2c(c1)N(C)CCO2
  102 | 0.1
- COc1ccc2nc(N(Cc3cccnc3)C(=O)c3ccc(Cl)cc3)sc2c1
  111 | 1
- Cc1cccc(Nc2nn3c(=O)c4cc5c(cc4nc3s2)OCO5)c1
  105 | -0.4
- CCN1CCN(c2nc(C)c3c(n2)CC(c2ccco2)CC3=O)CC1 (stereo unspecified)
  104 | 0.9
- CCN1CCN(c2cc(C)c3cc(NC(=S)NC4CCCC4)ccc3n2)CC1
  101 | 0.1

# Only part of the results is shown; the hit share may differ from the screen's.
